# Source: PubChem
# PLC-gamma1 inh: inhibitors of human phospholipase C gamma1. purified PLC-gamma1, fluorogenic substrate, fluorescence. 370,000 tested, 0.84% active. inhibition, % at 12.2 µM. P19174; in the data active = inhibition above about 9.5%
# Target sequence (P19174 whole entry, looked up): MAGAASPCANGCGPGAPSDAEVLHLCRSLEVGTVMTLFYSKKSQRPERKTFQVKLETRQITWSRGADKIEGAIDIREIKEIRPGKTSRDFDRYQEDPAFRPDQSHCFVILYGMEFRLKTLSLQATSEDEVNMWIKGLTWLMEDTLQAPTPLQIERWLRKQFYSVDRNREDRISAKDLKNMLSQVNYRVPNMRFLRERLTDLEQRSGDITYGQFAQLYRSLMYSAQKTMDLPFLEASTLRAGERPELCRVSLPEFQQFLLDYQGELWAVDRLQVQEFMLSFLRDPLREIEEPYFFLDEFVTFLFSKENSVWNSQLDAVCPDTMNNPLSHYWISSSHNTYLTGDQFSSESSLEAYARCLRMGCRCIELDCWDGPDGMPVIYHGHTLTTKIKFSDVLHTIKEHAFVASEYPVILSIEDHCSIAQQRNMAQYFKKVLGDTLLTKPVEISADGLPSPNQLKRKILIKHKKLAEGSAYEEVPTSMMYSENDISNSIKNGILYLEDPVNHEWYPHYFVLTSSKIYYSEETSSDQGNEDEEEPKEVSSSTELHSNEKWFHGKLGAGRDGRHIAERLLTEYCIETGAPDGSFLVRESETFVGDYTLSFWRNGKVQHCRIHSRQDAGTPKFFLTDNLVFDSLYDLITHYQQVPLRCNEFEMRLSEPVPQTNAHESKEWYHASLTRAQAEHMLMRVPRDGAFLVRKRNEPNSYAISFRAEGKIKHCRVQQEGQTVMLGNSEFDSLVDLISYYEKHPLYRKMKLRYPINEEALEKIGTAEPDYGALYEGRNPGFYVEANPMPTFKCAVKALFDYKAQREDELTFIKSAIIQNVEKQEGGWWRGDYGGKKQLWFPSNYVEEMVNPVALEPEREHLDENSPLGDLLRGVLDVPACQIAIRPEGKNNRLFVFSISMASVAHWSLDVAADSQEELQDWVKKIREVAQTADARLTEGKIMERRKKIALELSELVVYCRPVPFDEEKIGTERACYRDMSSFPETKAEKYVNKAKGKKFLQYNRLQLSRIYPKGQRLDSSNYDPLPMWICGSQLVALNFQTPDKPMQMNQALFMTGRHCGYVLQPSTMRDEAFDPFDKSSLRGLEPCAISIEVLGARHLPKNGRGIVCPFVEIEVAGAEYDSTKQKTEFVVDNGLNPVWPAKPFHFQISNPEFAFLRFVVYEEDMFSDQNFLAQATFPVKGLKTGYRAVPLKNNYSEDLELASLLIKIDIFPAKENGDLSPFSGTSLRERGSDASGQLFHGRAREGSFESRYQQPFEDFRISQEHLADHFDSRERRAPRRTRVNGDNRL
# ADAM10 inh: ADAM10 inhibition, QFRET primary screen; recombinant ADAM10, EDANS/DABCYL FRET peptide cleavage, 3 h; 370,000 tested, 0.62% active; inhibition, % at 7 µM; AID 720582; O14672;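 active = inhibition above a per-campaign cutoff equal to the mean of compounds falling between control-based bounds plus 3 SD, cut at about 20% in these data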;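 note: 0% = DMSO wells while the 100% control is not disclosed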
# GAA850 FXN act: increases GAA850 frataxin promoter reporter activity. HEK293 lucGAA850 FXN promoter luciferase reporter, 24 h; percent of 10 µM SAHA response. activation, % at 6 µM. 360,000 tested, 0.56% active. AID 540364;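 active = activation above the average of all compounds screened plus 3 SD, cutoff fixed separately per campaign, cut at about 7.5% in these data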;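 note: 0% = DMSO wells and 100% = 10 µM SAHA wells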
# DAX1 inh-1: DAX1 (NR0B1) inhibition, primary screen | HEK293T StAR-luciferase reporter, SF-1/DAX-1 repression relief | inhibition, % at 6.8 µM | 370,000 tested, 1.1% active | AID 652010;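 active = inhibition above the mean over all tested compounds plus 3 SD, cut at about 3.6% in these data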;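 note: 0% = DAX-1 cells with DMSO and 100% = cells lacking DAX-1 with DMSO; higher inhibition means more luminescence from relief of DAX-1 repression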
# ADAM17 inh: ADAM17 inhibition, QFRET primary screen. 370,000 tested, 0.83% active. P78536. recombinant ADAM17, EDANS/DABCYL FRET peptide cleavage. inhibition, % at 6.95 µM. AID 720648;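 active = inhibition above the mean of compounds lying between control limits plus 3 SD, set per campaign, cut at about 8.5% in these data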;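 note: 0% = DMSO-only wells as the low control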
# DAX1 inh-2: inhibitors of human orphan nuclear receptor DAX1 (NR0B1) | P51843 | AID 504766 | 340,000 tested, 0.99% active | inhibition, % at 6.75 µM | HEK293 Gal4-DAX1 luciferase reporter, luminescence;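 active = inhibition above the mean over all tested compounds plus 3 SD, cut at about 4.2% in these data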;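 note: 0% = DAX1-transfected cells with DMSO and 100% = empty-vector control cells with DMSO; inhibition shows as a rise in luminescence from relieved DAX1 repression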
# hcDAF-12 act: activators of H. contortus DAF-12 nuclear receptor. activation, % at 6.8 µM. HEK293 hcDAF-12 lit1-tk-luc reporter, luminescence; 0% DMSO, 100% Δ7-dafachronic acid. 370,000 tested, 1.4% active. AID 652067;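 active = activation above the mean of all tested compounds plus 3 SD, cut at about 5.5% in these data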;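 note: 100% = response to 3 µM Δ7-dafachronic acid high control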
# hgDAF-12 ag: agonists of H. glycines DAF-12 nuclear receptor; HEK293 GAL4-hgDAF12 UAS-luciferase reporter, agonist luminescence; normalized to butyrate control; activation, % at 6.8 µM; 370,000 tested, 1.8% active; AID 687014;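 active = activation above a cutoff set at the mean of all screened compounds plus 3 SD, cut at about 10% in these data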;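 note: 0% = DMSO wells and 100% = sodium butyrate wells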
# HGIII-sPLA2 inh: Inhibits HGIII-sPLA2 liposome hydrolysis, primary screen; Q9NZ20; QFRET BODIPY PC-A2 liposome hydrolysis, fluorescence; inhibition, % at 12.2 µM; 370,000 tested, 0.56% active; AID 743126;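 active = inhibition above mean plus 3 SD of compounds lying within the high and low control bounds, cut at about 19% in these data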;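 note: 0% = median of test compound wells and 100% = no enzyme DMSO wells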
# ssDAF-12 act: activates DAF-12 receptor from parasite S. stercoralis | AID 652126 | activation, % at 6.8 µM | 370,000 tested, 1% active | HEK293 ssDAF-12/GRIP1 lit1-tk-luc reporter, luminescence; % of 3 µM dafachronic acid response;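 active = activation above the mean over all tested compounds plus 3 SD, cut at about 0.9% in these data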;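 note: 0% = DMSO-only wells and 100% = 3 µM delta7-dafachronic acid wells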
# PLC-beta3 inh: blocks human PLC-beta3 enzyme activity; Q01970; Purified PLC-beta3, fluorogenic substrate, fluorescence; inhibition, % at 12.2 µM; 370,000 tested, 0.18% active; in the data active = inhibition above about 11%;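 note: 0% = median of compound wells on plate and 100% = full blocker control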
# Numbers without * were called inactive; i = inactive; . = no result given. Hits appear at their usual frequency (roughly 6.9% active in at least one column).
no.	molecule	PLC-gamma1 inh	ADAM10 inh	GAA850 FXN act	DAX1 inh-1	ADAM17 inh	DAX1 inh-2	hcDAF-12 act	hgDAF-12 ag	HGIII-sPLA2 inh	ssDAF-12 act	PLC-beta3 inh
1	COc1ccc(Nc2cc(C)c3c(O)cccc3n2)cc1	-19	-10	1.0	0.3	-2	0.9	0.9	12*	-11	-1.1	-30
2	CCOC(=O)NC(=S)Nc1cccc(NC(=S)NC(=O)OCC)c1	-1	8	2.1	-0.3	-5	-0.1	1.5	-0.5	4	-1.0	-2
3	Cc1ccc(/C=N/n2c(C)nc3ccccc3c2=O)o1	-1	8	1.7	0.1	1	4.5*	0.9	1.7	3	-1.3	1
4	N#CCC(=N)N1CCN(c2ccc(F)cc2)CC1	-15	-26	-0.9	-0.6	-10	1.0	-1.2	-4.9	-3	-1.6	-17
5	O=C(NCC1CCCO1)c1ccc(-c2ccccc2Cl)o1 (stereo not given)	-1	-5	4.0	7.3*	3	2.3	2.5	13*	6	-0.3	3
6	OC[C@@H]1CN(Cc2ccccc2)C[C@H](n2cnc3c(N4CCN(c5ccccc5)CC4)ncnc32)O1	-2	-3	0.7	-1.1	-2	.	0.2	-1.6	-5	-1.1	-3
7	CCOc1ccccc1NC(=O)C(=O)/C=C(\O)c1cc(OC)ccc1OC	-21	0	-1.8	0.8	-1	0.6	-0.1	0.9	-7	-0.3	-25
8	CC(=O)N1C(C)c2ccccc2C(C)(C)CC12CCCCC2 (stereo not given)	-1	3	0.3	-0.2	1	-1.2	0.5	-2.8	-1	-2.1	2
9	Cc1nc(N2CCCCC2)sc1C(=O)c1cccc([N+](=O)[O-])c1	3	7	1.5	-0.8	0	0.6	-0.9	-1.5	8	-1.7	2
10	Cc1ccc(CNC(=O)Cn2cnc(C(=O)Nc3ccc(C)c(C)c3)n2)o1	2	-6	2.0	1.4	-6	3.2	4.6	8.4	-15	-0.8	3
11	CC(=O)Nc1ccccc1-c1ccc(C)o1	-28	-110	0.3	0.6	-44	0.2	2.2	1.2	4	-0.1	-25
12	OC(CNCc1ccc(F)cc1)(c1ccccc1)c1ccc(F)cc1 (stereo not given)	0	5	-2.6	0.4	1	-0.7	0.8	-0.6	4	-1.1	3
13	Cc1ccccc1/C=C\c1nc(O)c([N+](=O)[O-])c(=O)[nH]1	3	-6	0.0	0.6	-3	-0.8	-1.3	2.0	-1	-1.2	-1
14	Cc1cccc(N/C=C/C(=O)c2ccc(Cl)cc2)c1	-15	0	3.6	1.9	-7	4.7*	6.6*	14*	-18	0.1	-35
15	COC(=O)CCCNC(=O)CCc1nnc(-c2ccc(-c3ccccc3)cc2)o1	5	7	-8.1	-0.6	2	-0.9	-4.8	-8.9	4	-2.7	-4
16	CCOc1ccc(S(=O)(=O)NC(C)C(=O)NCc2ccncc2)cc1 (stereo not given)	-2	-10	2.4	-0.3	-5	1.5	0.0	-2.6	5	-1.4	-5
17	Cc1c(C(=O)N(C)C)sc(NC(=O)c2cc([N+](=O)[O-])cc([N+](=O)[O-])c2)c1C#N	1	11	-1.4	-0.7	2	0.0	-1.2	-1.8	-8	-1.2	5
18	COc1ccc(-c2nnc(SCC(=O)c3ccc4c(c3)OCCO4)o2)cc1	0	8	.	0.2	-1	.	0.0	-1.0	0	-1.2	-4
19	Cc1ccccc1-c1nnn(CC(=O)NC(=O)NC2CCCC2)n1	-2	0	-0.3	2.4	-3	0.9	0.2	3.0	-30	-0.1	-6
20	Cc1ccccc1-n1c(SCC(=O)NCc2cccs2)nnc1-c1ccncc1	-3	-3	0.3	-1.0	-5	0.4	-1.9	-2.6	-1	-1.8	0
21	COc1cccc(CCNC(=O)C2CCC(=O)N(Cc3cccc(OC)c3)C2)c1 (stereo not given)	2	3	-1.2	-0.3	0	0.4	0.1	-0.5	1	-0.6	-2
22	Cc1cc2oc(=O)cc(CN3CCN(S(=O)(=O)c4ccc5c(c4)OCCO5)CC3)c2cc1C	-2	-4	-0.5	-0.9	-3	0.9	-0.8	-1.5	2	-0.7	-2
23	Cc1cc(=O)oc2cc(NC(=O)CCCC(=O)O)ccc12	-71	i	0.6	-0.3	-381	1.2	-1.4	-1.4	-6	-1.4	-97
24	CS(=O)(=O)N1CCN(c2ccccc2NC(=S)NC(=O)c2cccs2)CC1	1	3	-1.4	-0.7	2	-0.2	-0.6	-1.7	1	-1.0	-2
25	Nc1ccc2c(c1)C(=O)N(CCCCCC(=O)O)C2	-32	-98	-0.3	-0.4	-36	0.2	-1.0	0.7	7	-0.8	-36
26	C/C(Cl)=C/Cn1c(SCc2ccc(Cl)cc2)nc2c1c(=O)[nH]c(=O)n2C	-1	-5	0.8	-0.5	2	-0.3	-0.1	-0.1	1	-1.0	0
27	COc1ccc(NC(=O)N(C)C[C@H]2OCc3cnnn3CCCC(=O)N([C@H](C)CO)C[C@@H]2C)cc1	-3	-1	-0.4	-0.6	3	3.0	-1.4	-2.5	15	-1.1	-2
28	Cc1ccc(Oc2ncccc2NC(=O)CC(CC(=O)O)c2ccccc2)c2c1CCC2 (stereo not given)	3	6	-0.1	-0.3	-5	2.0	0.2	2.1	0	-2.0	4
29	COc1ncccc1C(=O)NC1CCCc2c1cnn2-c1ccc(C)c(C)c1 (stereo not given)	-3	-7	5.7	-5.0	-2	0.0	-3.8	-2.5	-3	-1.5	-12
30	CCOC(=O)N1CCN(CC(=O)Nc2cc(C)nn2-c2nc3ccccc3s2)CC1	-1	-4	1.0	0.6	-7	0.5	3.3	1.5	8	-0.6	1
31	COCCSc1ccccc1C(=O)Nc1ccc(Cl)cn1	0	-7	-1.0	-0.6	-2	-0.7	-2.4	0.2	1	-1.0	0
32	COc1ccc(NC(=O)Cc2coc3cc(C)ccc23)cc1S(=O)(=O)N1CCOCC1	2	8	0.0	-0.3	2	0.0	-1.6	1.4	-14	-1.3	3
33	O=C(COc1ccccc1)NC(=S)Nc1ccc(Br)cn1	0	-8	1.3	-0.1	-5	.	-0.9	-1.4	6	-1.3	-5
34	CC(C)(CSc1nncn1/N=C/c1ccco1)NS(=O)(=O)c1ccc(Cl)cc1	1	0	-1.2	3.6	2	0.2	-3.1	0.6	-13	-1.8	1
35	CN(C)NC(=O)C12CCC(C)(C(=O)O1)C2(C)C (stereo not given)	5	9	-0.5	0.6	7	2.2	1.8	-1.5	10	-0.3	4
36	CCOC(=O)c1[nH]c2ccccc2c1NC(=O)c1nonc1C	0	-5	-0.9	-1.1	3	0.5	4.0	1.9	3	0.4	-1
37	Cc1ccc(S(=O)(=O)NCCSc2nnnn2-c2ccc(C(N)=O)cc2)cc1	3	1	-1.7	0.6	2	-0.9	-1.9	-1.9	-2	-1.5	3
38	OCCN1CCN(CCSc2ccccc2)CC1	-3	0	1.4	0.1	-9	-1.6	0.4	4.0	3	-1.9	1
39	COc1ccc(CCNC(=S)Nc2ccccc2C)cc1	-3	11	-0.2	-0.8	-2	-0.3	-1.2	-0.4	6	-1.1	1
40	Cc1cc2nc(-c3ccco3)c(Cc3cccc(Cl)c3)n2c(C)c1Br	-6	2	.	2.7	0	.	3.0	1.5	3	-0.4	-26
41	CC(C(=O)NC(C)(C)C)n1c(C(c2ccccc2)c2ccccc2)nc2ccccc21 (stereo not given)	2	-13	.	0.1	-6	.	-1.5	-0.9	6	-1.1	0
42	Cc1cc(NC(=O)c2ccc(N3C(=O)CCC3=O)cc2)no1	0	2	-1.3	0.2	-4	1.1	-1.7	2.7	-2	-1.2	1
43	OC(COc1ccc(CNCc2cccnc2)cc1)CN1CCc2ccccc2C1 (stereo not given)	7	8	1.0	0.1	1	-0.3	-1.0	-0.8	5	-0.8	0
44	COc1cc2c(C)nc3c(cnn3-c3ccccc3)c2cc1OC	-5	-42	3.6	-0.2	-12	0.2	2.2	7.2	-3	0.2	-7
45	Cc1cccc(-n2c(C)c(C)c3c(N)ncnc32)c1	0	-1	3.5	-0.4	-2	-0.1	-0.3	-0.3	5	-1.4	-10
46	COc1ccc(O)c(/C=N/N=C2/C(=O)Nc3ccccc32)c1	-3	5	-0.5	-1.7	-1	-1.2	3.4	1.8	-3	0.0	-13
47	CCCCCCOc1ccc(N2C(=O)CC(N3CCN(CCN=CC4=C(O)CC(C)(C)CC4=O)CC3)C2=O)cc1 (stereo not given)	-2	1	1.0	0.4	2	0.4	0.6	2.2	-3	-1.0	-1
48	C=CCn1c(SCC(=O)Nc2ccc(C(=O)OC(C)C)cc2)nnc1-c1cccs1	-1	1	-3.5	-0.1	-2	-1.6	-1.3	1.2	-6	-0.8	-1
49	CS(=O)(=O)Nc1ccccc1C(=O)NCCSCc1ccccc1	-27	-165	-1.0	0.3	-48	1.0	-0.1	0.4	-5	-0.8	-28
50	CCCNC(=O)C1(C)CCCN(CC(=O)c2ccc3c(c2)OCCO3)C1 (stereo not given)	-5	-12	0.1	0.9	-1	.	1.2	0.6	1	-1.4	-6
51	O=C(COc1ccc(Br)cc1CNC1CCCC1)Nc1ccccc1	3	-2	-5.0	0.2	0	0.8	0.3	0.2	-5	-1.1	0
52	O=C1CCc2cc(S(=O)(=O)N3CCN(Cc4cccc5c4OCO5)CC3)ccc2N1	2	-4	.	-0.2	-1	.	-2.1	-5.6	9	-1.4	2
53	CN(C)C(=O)c1cc([N+](=O)[O-])ccc1O	1	4	0.6	0.3	1	0.4	-0.6	0.4	4	-1.1	0
54	O=C(O)CN=C(Nc1cc(Cl)cc(Cl)c1)NC(c1ccccc1)c1ccccc1	0	-14	.	-0.5	-3	.	-0.6	0.2	-25	-1.0	-1
55	O=C(Nc1c2c(nn1-c1ccc(F)cc1)CS(=O)C2)c1ccc(Br)o1 (stereo not given)	-1	-1	-0.8	1.3	0	0.8	-1.2	-0.8	-2	-0.6	-10
56	CC(C)CN1CCN(Cc2cccn2-c2ccc(Cl)cn2)CC1CCO (stereo not given)	-6	-5	1.3	-0.4	-5	-1.5	-0.3	3.3	-6	-0.9	-13

# (cont.)
no.	molecule	PLC-gamma1 inh	ADAM10 inh	GAA850 FXN act	DAX1 inh-1	ADAM17 inh	DAX1 inh-2	hcDAF-12 act	hgDAF-12 ag	HGIII-sPLA2 inh	ssDAF-12 act	PLC-beta3 inh
57	CCOC(=O)C1CCCN(c2c(NCCc3ccc(S(N)(=O)=O)cc3)c(=O)c2=O)C1 (stereo not given)	2	-9	-1.2	0.8	2	0.8	0.2	-3.5	2	-1.4	4
58	COc1cccc([C@@H](NC(=O)C(F)(F)F)[C@@H]2CCCC=C2c2ccccc2)c1	-2	8	.	-0.3	0	.	0.1	6.0	1	-0.7	0
59	CCSc1nc(C)c(CCOc2cccc(C)c2)c(=O)[nH]1	2	0	-0.5	-0.1	-1	-1.0	-0.5	-1.2	0	-1.2	2
60	Clc1ccc(CNCC2CCCO2)cc1 (stereo not given)	-1	-5	0.4	0.6	-5	0.5	-0.9	-3.4	5	-0.3	-5
